TNAP inh no acc = TNAP (human) inhibition, acceptor-free conditions | P05186 | purified TNAP, CDP-star luminescence, 30 min | inhibition, % at 20 µM | 200,000 tested, 0.26% active | AID 1012;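 active means tissue-nonspecific alkaline phosphatase inhibition above about 50% at 20 µM in the single-dose screen, limit read from the data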;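 further: 0% = DMSO negative control and 100% = EDTA positive control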
Target sequence (P05186 whole entry, looked up): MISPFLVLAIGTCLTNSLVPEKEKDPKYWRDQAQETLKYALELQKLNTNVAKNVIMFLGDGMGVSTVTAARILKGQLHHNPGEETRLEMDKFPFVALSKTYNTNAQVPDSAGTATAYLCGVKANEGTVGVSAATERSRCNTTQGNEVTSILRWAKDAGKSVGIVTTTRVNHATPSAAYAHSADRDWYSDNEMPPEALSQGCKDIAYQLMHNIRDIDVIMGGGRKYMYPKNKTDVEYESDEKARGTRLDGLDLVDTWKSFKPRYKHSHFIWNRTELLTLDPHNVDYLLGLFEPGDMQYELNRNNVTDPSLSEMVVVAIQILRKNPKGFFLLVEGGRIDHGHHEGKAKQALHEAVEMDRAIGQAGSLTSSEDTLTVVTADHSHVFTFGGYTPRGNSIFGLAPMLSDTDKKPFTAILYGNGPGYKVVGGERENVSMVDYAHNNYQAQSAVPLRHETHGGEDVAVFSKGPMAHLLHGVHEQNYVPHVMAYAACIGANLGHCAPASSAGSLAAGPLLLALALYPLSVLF
Diaph inh CS = diaphorase inhibition or chemical oxidation counter-screen. inhibition, % at 20 µM. diaphorase resazurin-to-resorufin fluorescence, NADH, 16 min; bacterial (C. kluyveri) enzyme, not human. 190,000 tested, 0.69% active. AID 1217;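 active means primary screen inhibition at 20 µM above a set limit, cut at about 50% in these data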;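 further: plate controls were DMSO with full reaction for no effect and wells lacking NADH for full effect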
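material = Clostridium kluyveri diaphorase enzyme | amount = 0.14 U/mL diaphorase, enzyme working solution | schedule = incubation 16 min, room temperature | detection = fluorescence of resorufin formed from resazurin, Ex 544/Em 590 nm | benchmarks = positive control minus NADH, DMSO neutral control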
TNAP inh hi DEA = TNAP (human) inhibition, high acceptor | inhibition, % at 20 µM | P05186 | 200,000 tested, 0.03% active | AID 1135 | purified TNAP, CDP-star luminescence, 1 M DEA;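 active means over 50% inhibition of tissue-nonspecific alkaline phosphatase at 20 µM in the single-dose screen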;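 further: plate controls were DMSO wells for no effect and EDTA-quenched wells as full inhibition for full effect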
Lmaj promast = Leishmania major promastigote growth inhibition | Leishmania major promastigotes, resazurin fluorescence viability | 200,000 tested, 9% active | inhibition, % at 10 µM; in the data active means inhibition above about 50%;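 further: promastigotes grown with compound for 44 hours at 28 °C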
PMI act = activators of human phosphomannose isomerase; purified human PMI, coupled resazurin fluorescence, 20 min; hits give high values; 1 = vehicle control, 0 substrate-free wells; activation factor at 20 µM; 190,000 tested, 0.005% active;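 active means activation factor of 2 or more at 20 µM, relative to plate controls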
Target sequence (P34949 whole entry, looked up): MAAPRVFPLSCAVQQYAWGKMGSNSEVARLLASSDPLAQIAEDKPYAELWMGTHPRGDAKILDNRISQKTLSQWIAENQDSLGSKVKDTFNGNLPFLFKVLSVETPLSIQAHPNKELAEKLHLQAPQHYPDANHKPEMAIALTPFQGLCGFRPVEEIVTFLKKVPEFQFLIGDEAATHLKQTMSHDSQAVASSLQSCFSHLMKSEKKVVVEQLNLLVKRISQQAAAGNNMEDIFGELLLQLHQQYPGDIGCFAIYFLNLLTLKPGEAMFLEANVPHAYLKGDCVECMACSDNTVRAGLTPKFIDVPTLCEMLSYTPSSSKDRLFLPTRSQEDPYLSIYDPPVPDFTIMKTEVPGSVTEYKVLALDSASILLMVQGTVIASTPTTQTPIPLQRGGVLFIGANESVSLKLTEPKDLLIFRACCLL
PMI act satM6P = PMI (human) activation, high substrate | activation factor at 20 µM | coupled PMI enzyme assay, resazurin fluorescence, 20 min; hits give high values; 1 = untreated enzyme, 0 = substrate-free blank | 190,000 tested, 0.34% active;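 active means activation factor of 2 or more at 20 µM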
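Test system: human phosphomannose isomerase with PGI, G6PDH, diaphorase coupling enzymes / Doses: 20 µM compound, 1% DMSO / Times: enzyme reaction with compound 20 min at room temperature / Measured by: Diaphorase-driven resazurin-to-resorufin fluorescence, excitation 544, emission 590 nm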
bIAP inh = intestinal alkaline phosphatase (bovine) inhibition; purified bovine IAP, CDP-star luminescence, 30 min; inhibition, % at 20 µM; 190,000 tested, under 10 active;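 active means over 50% inhibition of intestinal alkaline phosphatase at 20 µM in the single-dose screen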
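Incubation: 30 min reaction at room temperature / Material: purified bovine intestinal alkaline phosphatase (IAP) enzyme / Input: enzyme at 1/65,000,000 dilution / Dosing: 20 µM single dose / Signal: CDP-star luminescence signal / Reagent: CDP-star chemiluminescent phosphatase substrate, 30 µM final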
Diaph act CS = activates diaphorase or chemically reduces, flagging diaphorase assay artifacts; activation factor at 20 µM; 190,000 tested, 0.005% active; Diaphorase/resazurin coupled assay, resorufin fluorescence, 16 min; hits give high values; 1 = vehicle wells, 0 = NADH-free wells; AID 1229;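 active means diaphorase activity raised at least twofold by the compound at 20 µM; inactive means activation factor below 2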
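Measured by – red resorufin fluorescence at 544/590 nm excitation/emission · Test system – Clostridium kluyveri diaphorase, purified enzyme · Incubation – reaction time 16 min, room temperature · Buffer or medium – 50 mM HEPES pH 7.4 with 4.542 mM MgCl2, 0.005% Tween 20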
bIAP activator = intestinal alkaline phosphatase (bovine) activation | activation factor at 20 µM | 200,000 tested, 0.17% active | purified bovine IAP, CDP-star luminescence, 30 min; hits give high values; fold of DMSO-control signal, blank-subtracted;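 active means activation factor of 2 or more at 20 µM, a signal rise over negative controls twice the positive control's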
TNAP act hi DEA = activators of human TNAP at high phosphate acceptor concentration | purified TNAP, CDP-star luminescence, 1 M DEA, 30 min; hits give high values; 0 = EDTA background, 1 = DMSO-only activity | 200,000 tested, under 10 active | AID 1136 | activation factor at 20 µM | P05186;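 active means activation factor at least 2 at 20 µM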
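Test system – human TNAP · Doses – 20 µM single point · Incubation – 30 min, room temperature · Signal – luminescent substrate turnover signal · Read-out basis – activation factor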
* = called active by the depositor.

SMILES	TNAP inh no acc	Diaph inh CS	TNAP inh hi DEA	Lmaj promast	PMI act	PMI act satM6P	bIAP inh	Diaph act CS	bIAP activator	TNAP act hi DEA
Cc1ccc(S(=O)(=O)NC(=O)c2cc(C)n(CCCn3ccnc3)c2C)cc1	-14	0	-8	-5	1	1	-7	1	1.1	1.1
Cc1ccc(C2=[N+]([O-])C(C)N(O)C2(C)C)o1 (stereo unspecified)	-3	16	0	4	0.9	0.9	6	0.8	0.9	1
COc1ccc(C2/C(=C(/O)c3ccc(C)cc3)C(=O)C(=O)N2C)cc1 (stereo unspecified)	-9	18	-1	-9	0.9	1	18	0.8	0.8	1
COc1ccc(C(CNC(=O)c2ccccc2SC)N(C)C)cc1 (stereo unspecified)	-5	4	0	13	1	1.1	-11	1	1.1	1
COC(=O)COc1ccc(S(=O)(=O)N2CCN(c3ccc(F)cc3)CC2)cc1	-7	11	2	0	0.9	1	8	0.9	0.9	1
Cc1ccc2nc(-c3ccc(Br)o3)oc(=O)c2c1	-8	16	1	-5	1	1	10	0.8	0.9	1
Cc1cc(NC(=O)CCC(=O)N(c2ccc(F)cc2)C2(C(=O)NC3CCCCC3)CCCC2)no1	-8	16	-6	24	0.9	0.9	-4	0.8	1	1.1
COc1ccc(NC(=O)CC2SC3=NCCN3C2=O)cc1 (stereo unspecified)	-7	15	-5	-2	0.9	0.9	6	0.8	0.9	1.1
CC1(C)NC(=O)N(CN2C(=O)NC(C)(C)C2=O)C1=O	-14	8	-3	-7	1	1.1	15	0.9	0.9	1
COc1ccccc1N1CCN(C(=O)c2oc3cc(C)cc(C)c3c2C)CC1	-5	24	-3	7	0.8	0.8	4	0.8	1	1
CCCCCCOc1ccc(OC(=O)c2cccnc2)cc1	0	10	-1	-8	0.9	0.9	5	0.9	1	1
COc1ccc(CCN2C(=O)CC(NNc3ccc([N+](=O)[O-])cc3)C2=O)cc1OC (stereo unspecified)	13	-1	6	-7	1.3	1.1	9	1	0.9	0.9
CCN(CC)S(=O)(=O)c1cccc2nsnc12	-6	6	0	-5	0.9	1	5	0.9	1	1
COc1cc(C2C(C#N)=C(N)Oc3cc(C)n(CCc4ccccc4)c(=O)c32)cc2c1OCO2 (stereo unspecified)	-10	-7	-4	-1	1	1	8	1.1	0.9	1
COc1ccccc1-c1nnc(SC(C(=O)c2c[nH]c3ccccc23)c2ccccc2)n1C (stereo unspecified)	-2	24	-1	8	0.8	0.8	25	0.8	0.8	1
COc1ccc(-n2c(SCC(=O)Nc3sc4c(c3C#N)CCCC4)nnc2-c2ccccc2OC)cc1	1	18	15	46	1	1	8	0.8	0.9	0.8
CCCc1cc(=O)[nH]c(SCC(=O)CSc2nc(CCC)cc(=O)[nH]2)n1	-11	21	-10	-12	1	1	0	0.8	1	1.1
O=C1C=C(NCc2ccc(Cl)cc2)CCC1	4	12	4	-4	0.8	0.9	8	0.9	0.9	1
CCOC(=O)N1CCN(C(=O)c2cc(-n3cnnc3)ccc2Cl)CC1	-10	12	-6	-2	0.8	0.9	5	0.9	1	1.1
N=C1C(c2nc3ccccc3[nH]2)=C(O)CN1c1ccccc1	-145	6	-8	0	1	1.1	-3	0.9	1	1.1
Cc1nc2c([nH]1)C1(CCN(Cc3ccccc3)CC1)C(C#N)=C(N)O2	-5	21	-1	1	0.7	0.8	-2	0.8	1	1
COc1cc(/C=C/C(=O)OCC(=O)Nc2c(C)n(C)n(-c3ccccc3)c2=O)ccc1OCC#N	-9	23	-5	1	1	1	3	0.8	1	1.1
Cc1nnc(C)n1/N=C/c1cccc([N+](=O)[O-])c1	-9	4	2	-2	1	1	-10	1	1.1	1
COc1cc2c(cc1OC)C(C(=O)Nc1ccc3c(c1)OCCO3)C1c3ccccc3CCN1C2=O (stereo unspecified)	-122	17	-17	8	1	1	-146	0.8	2.5*	1.2
CC(C)Nc1nc2n(c(=O)n1)CCN2C(C)C	-6	4	1	-6	1	1.1	-5	1	1	1
Additional records follow:
SMILES	TNAP inh no acc	Diaph inh CS	TNAP inh hi DEA	Lmaj promast	PMI act	PMI act satM6P	bIAP inh	Diaph act CS	bIAP activator	TNAP act hi DEA
CC1CCN(c2nc3c(c(=O)[nH]c(=O)n3C)n2CCCc2ccccc2)CC1	-8	8	-4	21	0.8	0.8	3	0.9	1	1
COc1cccc(-c2cc(C(F)(F)F)n3nc(N)nc3n2)c1	-12	10	-3	-4	0.9	1	8	0.9	0.9	1
NC(=O)CS(=O)(=O)c1ccc(Cl)cc1	-11	8	-3	1	1	1	6	0.9	0.9	1
CCN(c1ccc(NC(=O)COC(=O)CCc2cc(OC)c(OC)c(OC)c2)cc1)C(C)C	-1	-1	-7	2	1.1	1	-21	1	1.2	1.1
CC1=CC(C)(C)NC(=S)N1c1cccc2ccccc12	-3	8	1	15	1	0.9	23	0.9	0.8	1
COc1ccc(Cl)cc1NC(=O)CC(C)=O	-16	11	-9	-3	1.2	1.1	4	0.9	1	1.1
O=C(NCc1ccc(Cl)cc1)C(=O)NCC1OCCN1C(=O)c1ccc(Cl)cc1 (stereo unspecified)	-9	8	-1	-6	1	0.9	2	0.9	1	1
Cn1c2ccccc2c2c(C(=O)N3CCN(c4ccc(F)cc4)CC3)cn(C3CCCC3)c(=O)c21	-6	21	-5	99*	0.8	0.9	0	0.8	1	1.1
Cc1ccc(CNS(=O)(=O)c2ccccc2[N+](=O)[O-])cc1	-6	-11	-5	-6	1	1	-1	1.1	1	1
COc1cccc(-c2nn(-c3ccccc3)cc2CN2CCCO2)c1	-11	13	-8	5	0.9	0.9	2	0.9	1	1.1
Cc1ccc(-c2cc(=O)c3cc(C)ccc3[nH]2)cc1	-9	4	-2	11	1.4	1.3	-25	1	1.3	1
Cc1c(C(=O)Nc2ccccc2)sc2nc(-c3ccccc3)cn12	-12	6	-4	-4	0.9	0.9	38	0.9	0.6	1
O=C(Nc1ccc(Cl)cc1)N(Cc1nc2ccccc2c(=O)[nH]1)Cc1cccs1	-7	21	-2	85*	0.9	0.9	3	0.8	1	1
Cc1cc2[nH]ncc2cc1NC(N)=S	-3	10	0	-15	0.8	0.8	-5	0.9	1	1
CCOC(=O)CNC(=O)CSc1nnc(-c2ccco2)n1Cc1ccco1	0	4	-7	2	1	1	9	1	0.9	1.1
Nc1nnc(SCC(=O)c2ccco2)s1	-5	5	2	-4	1	1	-6	1	1.1	1
COCCn1c(-c2ccccc2)csc1=Nc1cccnc1	-4	10	-6	5	1.3	1.2	-6	0.9	1.1	1.1
Cc1ccc2nc(N(CCN(C)C)C(=O)/C=C/c3cccs3)sc2c1	-6	4	-3	83*	1.1	1.2	8	1	0.9	1
CCOc1cc(C=O)ccc1OCC(=O)NC(C)(C)C	-9	40	-6	-3	0.9	0.9	10	0.6	0.9	1.1
Cc1cc(NC(=O)Cc2ccccc2)no1	-8	19	-2	-6	1	1	42	0.8	0.6	1
CC(C)C1=C2OC(N)=C(C#N)C(C#N)=C2C(C)CC1 (stereo unspecified)	-7	7	-2	19	0.9	0.7	0	0.9	1	1
COc1ccc(NS(=O)(=O)c2ccc(Br)s2)cc1OC	-1	12	-4	9	0.9	1	10	0.9	0.9	1
COc1ccc(-c2nnc(N(C)C(=O)c3ccno3)s2)cc1	-10	8	-1	-4	1	1	1	0.9	1	1
CC(=O)c1c(C)[nH]c(C(=O)N2CCN(c3ncccn3)CC2)c1C	-12	8	-3	-8	1	1	-11	0.9	1.1	1
COC(=O)c1ccc2nc(NC(=O)C(C)C)sc2c1	-13	0	-4	6	1.1	1	4	1	1	1

Complete entries, quoted from the list. Values in the order: TNAP inh no acc	Diaph inh CS	TNAP inh hi DEA	Lmaj promast	PMI act	PMI act satM6P	bIAP inh	Diaph act CS	bIAP activator	TNAP act hi DEA
`Cc1c(C(=O)Nc2ccccc2)sc2nc(-c3ccccc3)cn12` is listed as -12	6	-4	-4	0.9	0.9	38	0.9	0.6	1
`CCOc1cc(C=O)ccc1OCC(=O)NC(C)(C)C` is listed as -9	40	-6	-3	0.9	0.9	10	0.6	0.9	1.1
`COc1ccccc1-c1nnc(SC(C(=O)c2c[nH]c3ccccc23)c2ccccc2)n1C` (stereo unspecified) is listed as -2	24	-1	8	0.8	0.8	25	0.8	0.8	1

(list continues)
SMILES	TNAP inh no acc	Diaph inh CS	TNAP inh hi DEA	Lmaj promast	PMI act	PMI act satM6P	bIAP inh	Diaph act CS	bIAP activator	TNAP act hi DEA
O=C(Nc1ccon1)c1ccc(Cl)s1	7	-11	-4	-1	1.1	1.1	5	1.1	1	1
Cc1cc(C(F)(F)F)nc(SCC(=O)Nc2cc(C)on2)n1	-13	15	-4	-5	1	1	15	0.9	0.9	1
O=C(NNC(=O)c1ccc(SCC2CCCO2)c([N+](=O)[O-])c1)c1ccc(Cl)c([N+](=O)[O-])c1 (stereo unspecified)	-19	-3	-3	-9	1.1	1.1	-44	1	1.4	1
Cc1cc(C)nc(SCC(=O)Nc2ncc3c(n2)CC(C)(C)CC3=O)n1	-8	20	-3	-4	1	0.9	6	0.8	0.9	1
COc1ccc(CCC(=O)OCC(=O)Nc2ccccc2OC(F)F)cc1OC	-14	6	-6	8	1.1	1	0	0.9	1	1.1
Cc1nc(NC(=O)/C=C/c2ccc(Cl)cc2Cl)sc1C(=O)N(C)C	0	7	3	-4	0.9	0.9	3	0.9	1	1
O=C(Nc1cc(S(=O)(=O)N2CCOCC2)ccc1N1CCCC1)C1CC1	-6	12	-4	-1	0.9	0.9	-7	0.9	1.1	1
O=C(Nc1cccnc1)c1cccc(NC(=O)c2ccco2)c1	-13	17	-4	80*	0.8	0.8	8	0.8	0.9	1
COCc1cc(C)c2c(N)c(C#N)sc2n1	-11	1	-3	7	1	1	11	1	0.9	1
COC(=O)c1ccccc1NC(=O)C1CCCN(S(=O)(=O)c2ccc(OC)cc2)C1 (stereo unspecified)	-16	25	-6	2	0.8	0.9	3	0.8	1	1.1
CC(=O)OCC(=O)Nc1ccc([N+](=O)[O-])cc1Cl	-9	12	-5	-2	0.8	1	-6	0.9	1.1	1
O=C(O)c1cc(-c2ccc3c(c2)OCO3)nc2ccc(Br)cc12	-3	40	-1	-6	0.7	1	1	0.6	1	1

Rewritten in CSV form: 3 of the compounds above
molecule,TNAP inh no acc,Diaph inh CS,TNAP inh hi DEA,Lmaj promast,PMI act,PMI act satM6P,bIAP inh,Diaph act CS,bIAP activator,TNAP act hi DEA
Cc1cc(C(F)(F)F)nc(SCC(=O)Nc2cc(C)on2)n1,-13,15,-4,-5,1,1,15,0.9,0.9,1
O=C(NNC(=O)c1ccc(SCC2CCCO2)c([N+](=O)[O-])c1)c1ccc(Cl)c([N+](=O)[O-])c1 (stereo unspecified),-19,-3,-3,-9,1.1,1.1,-44,1,1.4,1
Cc1cc(C)nc(SCC(=O)Nc2ncc3c(n2)CC(C)(C)CC3=O)n1,-8,20,-3,-4,1,0.9,6,0.8,0.9,1

High-throughput results (PubChem)
